H37Rv inhibition: M. tuberculosis growth inhibition, HTS (AID 449762) | M. tuberculosis H37Rv growth inhibition, 7H9 media; higher % means a stronger effect | one-dose inhibition, % at 25 µM; IC50 in µM for titrated hits | 330,000 compounds, 0.59% hits; in the data active means a potency from the dose series; inconclusive means inhibition above about 70% without an active follow-up result;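 further: bacterial growth assessed after seven days of incubation; strong numbers were not always called active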
VEEV TC-83 Vero: inhibitors of VEEV TC-83 cytopathic effect, confirmation, Vero cells (AID 588727); Vero cells, VEEV TC-83 cytopathic effect inhibition; higher % means a stronger effect; 350,000 compounds, 0.13% hits; one-dose inhibition, % at 20 µM; IC50 in µM for titrated hits; in the data active means a potency from the dose series; inconclusive means inhibition mostly from about 14% at the one dose, without a potency; inactive means the rest, 99 in 100 with inhibition below about 12%; further: strong numbers were not always called active
PhoP GFP inhibition: PhoP regulon inhibitors, Salmonella typhi PhoP promoter GFP reporter, confirmatory (AID 1850); 310,000 compounds, 0.33% hits; Salmonella Typhi PhoP-promoter GFP reporter, fluorescence, 4 h; higher % means a stronger effect; inhibition, % at 50 µM; hits with a dose series show IC50 in µM; in the data active means a potency from the dose series; inconclusive means inhibition mostly from about 25% at the one dose, without a potency; inactive means the rest, 99 in 100 with inhibition below about 19%;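 further: 0% = induced wells with vehicle and 100% = uninduced wells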
tuberculosis growth: growth inhibition of non-replicating M. tuberculosis (AID 488890); Mycobacterium tuberculosis non-replicating, growth inhibition; higher % means a stronger effect; one-dose inhibition, % at 25 µM; IC50 in µM for titrated hits; 320,000 compounds, 0.39% hits; in the data active means a potency from the dose series; inconclusive means inhibition mostly from about 82% at the one dose, without a potency; inactive means the rest, 99 in 100 with inhibition below about 76%;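 further: plate controls were DMSO cells for no effect and high antibiotic wells for full effect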
H1N1 NS1A inhibition: H1N1 influenza NS1A inhibitors, functional cell based assay (AID 504329) | NS1A functional cell-based assay, percent inhibition; higher % means a stronger effect | inhibition, % at 12.5 µM; hits with a dose series show IC50 in µM | 340,000 compounds, 0.3% hits; in the data active means a potency from the dose series; inconclusive means inhibition above about 27% without an active follow-up result; further: strong numbers were not always called active
VEEV TC-83 Vero 10K pilot screen: further read-out of VEEV TC-83 Vero, marked with its call; inhibition, %; measured here: 10K pilot screen inhibition
* hit, by the source's call. Rows were taken by chance; about 1.4% have a hit in one of these screens.

`CC(C)CC(=O)NC(=S)Nc1ccc(Cl)cn1` gave H37Rv inhibition 4.8%, VEEV TC-83 Vero 1.6%, PhoP GFP inhibition -5.2%, tuberculosis growth inconclusive and H1N1 NS1A inhibition -16.0%.
Screening COc1cc(C(C)=O)ccc1OCC(=O)Nc1ccccc1N1CCCC1 returned H37Rv inhibition -5.3%, VEEV TC-83 Vero 1.4%, PhoP GFP inhibition -8.6%, tuberculosis growth 32.7% and H1N1 NS1A inhibition 1.4%.
For CCOC(=O)Cc1cc(=O)n2[nH]c(-c3ccc(Cl)cc3)cc2n1 the results were H37Rv inhibition -6.1%, VEEV TC-83 Vero 1.9%, PhoP GFP inhibition 6.7%, tuberculosis growth -0.8% and H1N1 NS1A inhibition -4.2%.
`Cc1ccc(N(CC(=O)NCC2CCCO2)C(=O)Cn2nnc(-c3cccs3)n2)cc1` (configuration not stated) gave H37Rv inhibition -4.5%, VEEV TC-83 Vero 0.3%, PhoP GFP inhibition 4.8%, tuberculosis growth -0.7% and H1N1 NS1A inhibition 5.2%.
Screening O=C1CSC(=S)N1Nc1ccccc1 returned VEEV TC-83 Vero 0.9% and H1N1 NS1A inhibition -16.3%.
Cc1ccc(NC(=O)c2cc(C)n(-c3cccc(C)c3)c2C)cc1 was read as H37Rv inhibition 13.7%, VEEV TC-83 Vero 0.6%, PhoP GFP inhibition -9.3%, tuberculosis growth 33.3%, H1N1 NS1A inhibition 9.3% and VEEV TC-83 Vero 10K pilot screen 3.5.
CNC(C)C(=O)NC(C(=O)N1CCCC1C(=O)Nc1ccc2ncccc2c1)C(C)C (configuration not stated) was read as H37Rv inhibition 5.2%, VEEV TC-83 Vero inactive, tuberculosis growth -8.7%, H1N1 NS1A inhibition 10.5% and VEEV TC-83 Vero 10K pilot screen 0.4.
`Cc1ccc(OCc2cccc(S(=O)(=O)N(C)C)c2)c([N+](=O)[O-])n1` gave H37Rv inhibition -0.3%, VEEV TC-83 Vero 4.2%, PhoP GFP inhibition -2.0%, tuberculosis growth 9.1% and H1N1 NS1A inhibition -2.2%.
For COc1ccc(/C=N/n2nnnc2N)cc1OC the results were H37Rv inhibition -3.9%, VEEV TC-83 Vero 1.0%, PhoP GFP inhibition 5.8%, tuberculosis growth -12.9% and H1N1 NS1A inhibition 0.7%.
`O=[N+]([O-])c1ccc(COc2ccccc2CN2CCOCC2)cc1` gave VEEV TC-83 Vero inactive and H1N1 NS1A inhibition -7.5%.
`CN(CC(=O)Nc1ccccc1N1CCOCC1)S(=O)(=O)c1ccc(F)cc1` gave H37Rv inhibition -9.5%, VEEV TC-83 Vero 0.2%, PhoP GFP inhibition 14.0%, tuberculosis growth 11.2% and H1N1 NS1A inhibition 5.9%.
`O=C1CNC(=S)N1Cc1cccc(Cl)c1` gave H37Rv inhibition 1.3%, VEEV TC-83 Vero inactive, PhoP GFP inhibition -4.5%, tuberculosis growth -5.0% and H1N1 NS1A inhibition 14.7%.
`O=C(NC1CCCC1)c1cccc(NC(=O)c2ccco2)c1` gave H37Rv inhibition -6.6%, VEEV TC-83 Vero 1.6%, PhoP GFP inhibition -5.3%, tuberculosis growth -4.0% and H1N1 NS1A inhibition 20.7%.
For COc1cccc(C(=O)Nc2ccc3c(c2)C(=O)NC3=O)c1 the results were H37Rv inhibition -5.8%, VEEV TC-83 Vero 1.3%, PhoP GFP inhibition -0.6% and H1N1 NS1A inhibition -1.5%.
For CC(C)CNC(=O)c1cccc(NC(=O)c2ccco2)c1 the results were H37Rv inhibition 0.4%, VEEV TC-83 Vero 0.3%, PhoP GFP inhibition -0.2%, tuberculosis growth -8.9% and H1N1 NS1A inhibition 7.9%.
`COc1ccc(C(N)=O)cc1NC(=O)c1cccc(F)c1` gave H37Rv inhibition -6.8%, VEEV TC-83 Vero 2.1%, PhoP GFP inhibition -0.3%, tuberculosis growth -1.3% and H1N1 NS1A inhibition 10.5%.
For CCc1nnc(NC(=O)c2ccc(COc3cccc(C)c3)o2)s1 the results were H37Rv inhibition 7.4%, VEEV TC-83 Vero 4.0%, PhoP GFP inhibition 3.9%, tuberculosis growth 67.9% and H1N1 NS1A inhibition 9.9%.
For O=C(Nc1cccc(-n2cnnn2)c1)c1cc(Cl)ccc1Cl the results were H37Rv inhibition 6.3%, VEEV TC-83 Vero 0.2%, PhoP GFP inhibition 2.9%, tuberculosis growth 4.3% and H1N1 NS1A inhibition 3.5%.
`O=C(Nc1ccc(-c2n[nH]c(=S)o2)cc1)c1ccccc1Br` gave H37Rv inhibition 4.9%, VEEV TC-83 Vero 1.6%, PhoP GFP inhibition -4.1%, tuberculosis growth -6.2% and H1N1 NS1A inhibition 3.5%.
`COC(=O)c1nccnc1C(=O)Nc1ccccc1N1CCOCC1` gave H37Rv inhibition 15.0%, VEEV TC-83 Vero inactive, PhoP GFP inhibition 6.5%, tuberculosis growth 10.2% and H1N1 NS1A inhibition -7.5%.
For [O-][n+]1onc2c1CCC1N(O)C(c3ccccc3)CC21O (configuration not stated) the results were H37Rv inhibition -12.9%, VEEV TC-83 Vero 3.2%, PhoP GFP inhibition 4.1%, tuberculosis growth 7.7% and H1N1 NS1A inhibition 8.3%.
Screening O=C(Cc1cccs1)N/N=C/c1ccccn1 returned H37Rv inhibition -0.7%, VEEV TC-83 Vero inactive, PhoP GFP inhibition 1.9%, tuberculosis growth 35.2% and H1N1 NS1A inhibition -20.4%.
CN(C)c1ccc(CCN2CCOCC2)cc1 was read as H37Rv inhibition -6.5%, VEEV TC-83 Vero 0.4%, PhoP GFP inhibition -2.7%, tuberculosis growth 4.6%, H1N1 NS1A inhibition -1.9% and VEEV TC-83 Vero 10K pilot screen 2.2.
`O=C(COC(=O)/C=C/c1ccc(Cl)cc1)NC1CCCC1` gave H37Rv inhibition 0.5%, VEEV TC-83 Vero 0.1%, tuberculosis growth 9.7% and H1N1 NS1A inhibition -10.6%.
`COC(=O)c1c(C)oc2ccc(NS(=O)(=O)c3cccs3)cc12` gave H37Rv inhibition 2.8%, VEEV TC-83 Vero 1.6%, PhoP GFP inhibition 4.0%, tuberculosis growth 15.3% and H1N1 NS1A inhibition 4.9%.
Screening CC(OC(=O)c1cccs1)C(=O)Nc1nc(-c2ccccc2)cs1 (configuration not stated) returned H37Rv inhibition 1.4%, VEEV TC-83 Vero 2.7%, PhoP GFP inhibition 4.3%, tuberculosis growth inconclusive and H1N1 NS1A inhibition -2.4%.
Screening CCN(C(=O)CSc1nnc(COc2cccc(C)c2)o1)c1nc(C)cs1 returned H37Rv inhibition 3.5%, VEEV TC-83 Vero 0.1%, PhoP GFP inhibition 8.8%, tuberculosis growth -2.8% and H1N1 NS1A inhibition 7.0%.
Screening Cc1noc(C)c1S(=O)(=O)NCc1cccc(Cl)c1 returned H37Rv inhibition -4.2%, VEEV TC-83 Vero 0.2%, tuberculosis growth 21.6% and H1N1 NS1A inhibition 10.3%.
Screening CCOCCn1c(CN2CCCC(C)C2)nc2c1c(=O)n(C)c(=O)n2C (configuration not stated) returned H37Rv inhibition -9.5%, VEEV TC-83 Vero 1.8%, PhoP GFP inhibition -12.9%, tuberculosis growth -24.7% and H1N1 NS1A inhibition 2.1%.
Screening CC(=O)c1ccc(NC(=O)CCC(=O)OCC(=O)c2cccc([N+](=O)[O-])c2)cc1 returned H37Rv inhibition 2.2%, VEEV TC-83 Vero 0.6%, PhoP GFP inhibition 8.9%, tuberculosis growth -5.3% and H1N1 NS1A inhibition 6.0%.
`CC(C)c1[nH]nc2c1C(C(C)C)C(C#N)=C(N)O2` (configuration not stated) gave H37Rv inhibition 3.3%, VEEV TC-83 Vero 5.8%, PhoP GFP inhibition 0.1%, tuberculosis growth -5.0% and H1N1 NS1A inhibition 7.9%.
For COc1cccc(-n2c(C)cc(/C=C3\C(=N)N4N=C(CC(=O)N5CCOCC5)SC4=NC3=O)c2C)c1 the results were H37Rv inhibition 9.1%, VEEV TC-83 Vero 2.4%, PhoP GFP inhibition 4.8%, tuberculosis growth 8.1% and H1N1 NS1A inhibition 8.8%.
CCc1cc2c(=O)n(CCC(C)C)c(=S)[nH]c2s1 was read as H37Rv inhibition 49.8%, VEEV TC-83 Vero 5.4%, PhoP GFP inhibition 1.9%, tuberculosis growth 2.1% and H1N1 NS1A inhibition -3.6%.
For COc1ccc(CCNC(=O)CSc2nnc3ccc(-c4ccccn4)nn23)cc1 the results were H37Rv inhibition -5.7%, VEEV TC-83 Vero 4.4%, PhoP GFP inhibition -0.8%, tuberculosis growth -5.1% and H1N1 NS1A inhibition -13.1%.
For CC(C)(C)c1ccc(C(=O)NCCOc2ccccc2F)cc1 the results were H37Rv inhibition 2.9%, VEEV TC-83 Vero inactive, PhoP GFP inhibition -7.5%, tuberculosis growth 4.7% and H1N1 NS1A inhibition -0.1%.
For CC1CCCCN1C(=O)CCC(=O)Nc1nnc(C(F)(F)F)s1 (configuration not stated) the results were H37Rv inhibition -8.0%, VEEV TC-83 Vero inactive, PhoP GFP inhibition -3.6%, tuberculosis growth -4.4% and H1N1 NS1A inhibition -5.1%.
CCCCn1c(SCC(=O)Nc2ccc3c(c2)OCCO3)nnc1C(CC)N(C)C (configuration not stated) was read as H37Rv inhibition -10.1%, VEEV TC-83 Vero 1.5%, tuberculosis growth 12.4% and H1N1 NS1A inhibition -2.6%.
`Cn1[nH]c(C(F)(F)F)c(C=NCc2ccc(Cl)cc2)c1=O` gave H37Rv inhibition -0.1%, VEEV TC-83 Vero inactive, PhoP GFP inhibition -0.9%, tuberculosis growth -6.2% and H1N1 NS1A inhibition -0.5%.
`S=C(Nc1cccnc1)NC1CCCCCCC1` gave H37Rv inhibition -1.5%, VEEV TC-83 Vero 1.7%, PhoP GFP inhibition -5.5%, tuberculosis growth inconclusive and H1N1 NS1A inhibition -6.2%.
Screening CC(C)Oc1ccc(S(=O)(=O)N2CCCCC2)cc1NC(=O)C1=COCCO1 returned H37Rv inhibition -5.0%, VEEV TC-83 Vero 8.2%, PhoP GFP inhibition -3.8%, tuberculosis growth 16.8% and H1N1 NS1A inhibition -1.8%.

Molecules from the list above that contain a CF3 group (2):
For CC1CCCCN1C(=O)CCC(=O)Nc1nnc(C(F)(F)F)s1 (configuration not stated) the results were H37Rv inhibition -8.0%, VEEV TC-83 Vero inactive, PhoP GFP inhibition -3.6%, tuberculosis growth -4.4% and H1N1 NS1A inhibition -5.1%.
`Cn1[nH]c(C(F)(F)F)c(C=NCc2ccc(Cl)cc2)c1=O` gave H37Rv inhibition -0.1%, VEEV TC-83 Vero inactive, PhoP GFP inhibition -0.9%, tuberculosis growth -6.2% and H1N1 NS1A inhibition -0.5%.

The results go on:
CN(CC(=O)OCC(=O)NCc1ccccc1)S(=O)(=O)c1ccc(Cl)cc1 was read as H37Rv inhibition -8.8%, VEEV TC-83 Vero 1.0%, PhoP GFP inhibition -2.1%, tuberculosis growth -11.3% and H1N1 NS1A inhibition 8.1%.
Screening O=C(Nc1ccc(S(=O)(=O)N2CCCC2)cc1)c1ccc(CN2CCOCC2)cc1 returned H37Rv inhibition 0.6%, VEEV TC-83 Vero 5.4%, PhoP GFP inhibition -0.9%, tuberculosis growth 2.3% and H1N1 NS1A inhibition -6.2%.
For Cc1ccc(NC(=O)Nc2ccc3c(c2)nc(C)n3C)cc1C the results were H37Rv inhibition 0.8%, PhoP GFP inhibition -5.9% and tuberculosis growth 26.4%.
`O=C(Nc1nnc(COc2ccc(Br)cc2)s1)c1ccco1` gave H37Rv inhibition 4.3%, VEEV TC-83 Vero 1.2%, PhoP GFP inhibition -13.7%, tuberculosis growth -28.7% and H1N1 NS1A inhibition -0.1%.
Screening CC(NC(=O)/C=C/c1ccccc1)c1ccccc1 (configuration not stated) returned H37Rv inhibition -3.5%, VEEV TC-83 Vero 0.4%, PhoP GFP inhibition 8.0%, tuberculosis growth 57.9% and H1N1 NS1A inhibition 10.6%.
Screening O=C(CCC(=O)N1CCOCC1)Nc1ccc(Cl)c(Cl)c1 returned H37Rv inhibition 56.5%, VEEV TC-83 Vero 1.1%, PhoP GFP inhibition -5.4%, tuberculosis growth -10.7% and H1N1 NS1A inhibition -7.5%.
CSc1nccc(N2CCN(c3ccc(F)cc3)CC2)n1 was read as H37Rv inhibition 6.6%, VEEV TC-83 Vero inactive, PhoP GFP inhibition -5.5%, tuberculosis growth -1.6% and H1N1 NS1A inhibition 8.3%.
`CC(C)(C)c1cc(OS(C)(=O)=O)ccc1O` gave H37Rv inhibition -2.3%, VEEV TC-83 Vero 0.1%, PhoP GFP inhibition -1.3%, tuberculosis growth 10.3% and H1N1 NS1A inhibition 0.0%.

High-throughput results: PubChem BioAssay, Southern Research Specialized Biocontainment Screening Center
